Compound activity: PubChem, National Center for Advancing Translational Sciences (NCATS)
MLL CXXC-DNA inh: blocks binding of human MLL CXXC domain to DNA | Q03164 | MLL-CXXC / FITC-HOXA9 DNA fluorescence polarization | Potency, µM (doses to about 115 µM), for the others: at the highest dose activity change, negative = inhibition, actives largely listed as inhibitors | 290,000 compounds, 0.037% hits | AID 2662; active = well fitted inhibition curve with a large enough effect in the polarisation, with a control signal flat, not every such curve was filed as active; inconclusive = small, poorly fitted or top-dose-only effect, or effect the other way, or a change in a side signal; inactive = no such curve, though single readings can be large or run the other way; the % refers to the polarisation; note: potency is the fitted concentration of half-maximal effect
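Purified MLL-CXXC (added from a 7 uM solution) was preincubated 5 min at ambient with pinned compounds in 50 mM Tris-HCl pH 7.5, 50 mM NaCl, 1 mM DTT, 0.05% BSA. Fluorescein-labeled HOX-A9 DNA (50 nM solution) followed, 30 min, then polarization read.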
ELG1 DNA repair: blocks ELG1-dependent DNA repair in HEK293T cells. HEK293T ELG1-luciferase reporter, luminescence, 16 h; DNA damage induced by 5-fluorouridine. Potency, µM (top dose mostly 46.1 µM), for the others: at the top dose activity change, negative = inhibition, usual class: inhibitors. 330,000 compounds, 2.3% hits; note: potency is the fitted concentration of half-maximal effect; % is set by controls: 0 for no effect and ±100 for the full control effect; nearly all actives have a fitted effect of over 55% in size
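HEK293T cells expressing luciferase-tagged ELG1 (2,000/well) received 5-Fluorouridine plus compound or DMSO for 16 hr at 37 °C. Luciferase was read by ONE-Glo luminescence after 30 min at room temperature.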
TRPV1 ag: agonists of human vanilloid receptor 1 (TRPV1); AID 540275; TRPV1-expressing cells, Fluo-8 calcium influx, agonist mode; activation, % at 8.33 µM; 320,000 compounds, 0.19% hits; in the data active = activation above about 80%; inconclusive = between about 30% and that limit; note: 0% is about no effect
Target sequence (Q8NER1 whole entry, looked up): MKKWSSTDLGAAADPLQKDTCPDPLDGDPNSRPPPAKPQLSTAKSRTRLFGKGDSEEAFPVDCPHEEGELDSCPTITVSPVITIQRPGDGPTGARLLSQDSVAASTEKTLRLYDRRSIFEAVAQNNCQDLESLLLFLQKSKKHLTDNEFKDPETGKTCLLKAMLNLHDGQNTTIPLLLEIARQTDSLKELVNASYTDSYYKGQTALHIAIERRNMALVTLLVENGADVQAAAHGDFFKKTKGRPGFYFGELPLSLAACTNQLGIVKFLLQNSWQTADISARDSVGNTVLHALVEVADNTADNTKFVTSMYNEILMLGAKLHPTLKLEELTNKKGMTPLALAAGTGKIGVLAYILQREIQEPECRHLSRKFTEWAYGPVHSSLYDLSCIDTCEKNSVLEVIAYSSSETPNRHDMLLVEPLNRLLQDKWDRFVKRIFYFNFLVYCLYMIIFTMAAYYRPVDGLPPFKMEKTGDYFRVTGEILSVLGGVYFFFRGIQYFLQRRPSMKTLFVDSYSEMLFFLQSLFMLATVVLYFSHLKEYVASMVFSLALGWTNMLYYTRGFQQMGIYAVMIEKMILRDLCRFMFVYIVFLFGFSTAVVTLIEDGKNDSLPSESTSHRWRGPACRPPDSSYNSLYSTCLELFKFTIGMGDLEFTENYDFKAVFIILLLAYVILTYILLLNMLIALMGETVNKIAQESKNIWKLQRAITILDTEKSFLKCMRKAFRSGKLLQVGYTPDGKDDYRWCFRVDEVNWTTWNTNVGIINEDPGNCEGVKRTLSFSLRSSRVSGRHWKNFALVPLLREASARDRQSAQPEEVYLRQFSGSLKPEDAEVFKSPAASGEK
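Fluo-8 calcium influx in TRPV1-expressing cells, kinetic read (ex 480/em 520 nm). Compound added and read 3 min for agonist activity, followed by capsaicin at EC20 final and 2 min further read for enhancement.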
TCR activator: T cell receptor activation; primary human leukocytes, anti-CD3, IL-2 HTRF, 48 h; AID 504894; Potency, µM (highest dose often 9.22 µM), without a hit: at the highest dose activation of IL-2 secretion, usual class: activators; 330,000 tested, under 10 active; note: % of control where 0% means no effect
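Compounds are tested in HTS on primary human leukocytes co-incubated with a-CD3 beads for 48 hr. IL-2 output is measured by time-resolved FRET.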
B2AR arrestin: recruits beta-arrestin to the human beta2-adrenergic receptor. Potency, µM (doses to about 46.1 µM), inactives show top-dose activation, most hits filed as activators. 330,000 compounds, 0.02% hits. beta-arrestin recruitment to beta2AR, cell-based reporter;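 note: potency is the fitted concentration of half-maximal effect; 0% = DMSO controls and full agonism = EC100 isoproterenol or metaproterenol; nearly all actives have a fitted effect of over 65% in size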
Integrin act MD: activators of alpha7 integrin expression for muscular dystrophy; 350,000 compounds, 0.064% hits; alpha7betagal myoblasts, beta-gal FDG fluorescence, 48 h; Potency, µM (series often up to 38.3 µM), without a hit: at the highest dose activation, hits mostly activators;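 note: potency is the fitted concentration of half-maximal effect; 100% = response of the positive control SU9516; nearly all actives have a fitted effect of over 60% in size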
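alpha7betagal+/- myoblasts (passage 13, 250/well) treated 48 h at 37C with compounds at 1:260 dilution of DMSO stock. Lysed, then beta-galactosidase activity read as FDG fluorescence (ex 480/em 540) after 30 min, with pre-read for autofluorescence.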
TSG101-PTAP inh: blocks PTAP/TSG101 interaction to inhibit HIV-1 budding. Q99816. Fluorescence polarization, FITC-PTAP peptide / Tsg101 binding. Potency, µM (titrated, usually from 115 µM), for inactives: at the top dose activity change, negative = inhibition, usual class: inhibitors. 340,000 tested, under 10 active; active = well fitted inhibition curve with a large enough effect in the main read-out, with a control signal flat, not every such curve was filed as active; inconclusive = small, poorly fitted or top-dose-only effect, or effect the other way, or a change in a side signal; inactive = no such curve, though single readings can be large or run the other way; note: potency is the fitted concentration of half-maximal effect; % of control where 0% means no effect
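Fluorescence anisotropy tracks displacement of a FITC-tagged PTAP peptide (50 nM) from the Tsg101 binding domain (10 uM), following a 20 min room-temperature incubation at pH 7.5.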
p53 reactivation: re-activators of mutant p53; H1299 p53-A138V BP100-luciferase reporter, luminescence, 24 h; Potency, µM (highest dose often 92.2 µM), without a hit: at the top dose activity change, positive = activation, most hits filed as activators; 320,000 compounds, 0.063% hits; AID 504706; note: potency is the fitted concentration of half-maximal effect; % of control where 0% means no effect; nearly all actives have a fitted effect of over 45% in size
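p53-null H1299 cells stably carrying temperature-sensitive p53-A138V and a BP100-luciferase reporter were pinned with compounds (4-point, 1:5 series) and held 24 hrs at 37 deg C. Luminescence was read 10 min after detection reagent.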
A-T KAP1 phos: potential ataxia-telangiectasia treatments restoring KAP-1 phosphorylation. AID 485349. […] A-T fibroblasts, KAP-1 phosphorylation AlphaLISA; neocarzinostatin DNA damage 30 min before lysis. Potency, µM (titrated, usually from 57.5 µM), without a hit: at the highest dose activation, hits mostly activators. 320,000 compounds, 0.19% hits; note: potency is the fitted concentration of half-maximal effect; % of control where 0% means no effect; nearly all actives have a fitted effect of over 45% in size
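hTERT-immortalized A-T patient fibroblasts ([…]), 500 cells/well in OPTI-MEM, 1% FBS, got compounds for 60 min, then NCS for 30 min at 37C. Lysates were then assayed for phospho-KAP-1 by AlphaLISA (anti-pKAP1 donor, anti-KAP1 acceptor beads), 6 hr at 25C.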
BRCA1 expr up: activators of BRCA1 expression; MCF7-BRCA1-FFLuc reporter, luminescence, 48 h; response scale: scaled: vehicle 0%, 10 µM genistein 100%; Potency, µM (doses to about 46.1 µM), for inactives: at the top dose activation, hits mostly activators; 380,000 compounds, 1.1% hits; AID 624202; note: potency is the fitted concentration of half-maximal effect; nearly all actives have a fitted effect of over 80% in size; some results filed as inactive show a strong effect at the top dose
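Using MCF7 cells harboring a BRCA1 firefly luciferase reporter, plated 2 h before compound pinning, the screen measured luminescence after 48 h incubation. Responses were normalized to DMSO and 10 microM genistein, then fitted for concentration-effect.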
* = called active by the depositor; ? = inconclusive; · = no result given; & = joins results of further samples; [ ] = dose if it differs, or a comment. Unless noted, calls come from the whole dose curve; as a rule, active = well fitted curve in the direction sought with a large enough effect; inconclusive = small, poorly fitted or top-dose-only effect, or another doubt; inactive = no such curve, though single readings can be large; an effect the other way counts as inactive or inconclusive. Not a hit list. Share with any hit: about 3.8%.

SMILES | MLL CXXC-DNA inh | ELG1 DNA repair | TRPV1 ag | TCR activator | B2AR arrestin | Integrin act MD | TSG101-PTAP inh | p53 reactivation | A-T KAP1 phos | BRCA1 expr up
CC(Oc1ccc(F)cc1)C(=O)Nc1sc2c(c1C(=O)NCc1cccnc1)CCCC2 (stereo not given) | -9% | ? | 11 | 10% | 0.4% | 13% | -1% | -10% | 1% | -71%
CNC(=O)C(=O)NCC(c1cccs1)S(=O)(=O)c1ccc(F)cc1 (stereo not given) | -20% | 7% | 3 | -5% | -1.0% | 9% | -3% | -2% | 1% | -13%
CCN1CCN(CCNC(=O)c2ccc3nc(-c4cccc(C)c4)c(-c4cccc(C)c4)nc3c2)CC1 | 9% | 25% | 11 | -26% | -0.7% | -19% | -2% | 5% | -7% | -1%
Cc1nc(N[C@@H](Cc2c[nH]c3ccccc23)C(=O)O)c2oc3ccccc3c2n1 | 5% | -3% | -2 | -1% | 3.9% | 9% | -12% | 21% | 4% | -42%
Cc1ccc(Cn2c(SCCN3CCCCC3)nc3c2c(=O)n(C)c(=O)n3C)cc1 | 3% | 1% | 16 | 3% | -0.1% | -4% | -1% | -13% | 10% | -13%
CCCn1c(=N)n(CC(=O)O)c2ccccc21 | · | · | · | -1% | · | 21% | -3% | · | · | -5%
CCNc1nc(SCC(=O)Nc2ccc(Cl)c(Cl)c2)nc(N2CCOCC2)n1 | 18% | ? | 1 | 3% | 2.9% | -41% | -1% | -7% | 7% | -80%
COc1cc(OC)c(OC)cc1CNc1nnnn1C | -1% | 1% | -1 | -5% | 3.1% | 6% | -3% | · | 7% | -20%
Cc1ccc(CS(=O)Cc2ccc(C(=O)NC3CCCC(C)C3C)o2)cc1 (stereo not given) | 4% | -4% | 2 | -5% | 0.3% | -6% | 1% | -4% | 4% | -11%
Cc1ccc(C(C(=O)NC2CCCC2)N(C(=O)CCC(=O)Nc2cc(C)on2)c2ccccc2)cc1 (stereo not given) | 5% | -4% | 4 | -7%[46.1 µM] | -1.6% | -20% | 2% | -2% | 5% | -8%
O=C(CSc1n[nH]c(=O)[nH]c1=O)c1ccc([N+](=O)[O-])cc1 | -11% | 3% | 1 | 3% | -0.3% | -20% | -2% | 3% | 8% | -7%
CCC1(CC)NC(=O)N(CC(=O)OC(C)C(=O)Nc2ccc(Cl)cn2)C1=O (stereo not given) | · | 6% | 0 | -4% | -0.2% | 10% | -2% | 2% | 4% | -16%
Nn1c(SCC(=O)N2CCCCCC2)nnc1-c1ccncc1 | 0% | 0% | 2 | · | -0.2% | 11%[7.66 µM] | -11% | 2% | -3% | 3%
O=C(/C=C/c1ccccc1)NCCSCc1ccc(Cl)cc1 | 2% | 0% | 29 | -6%[46.1 µM] | -0.3% | -16% | 11% | 1% | 2% | 17%
CCOC(=O)N1CCC(NC(=O)c2ccc3c(c2)N=C(C)c2c(C)ccc(C)c2S3)CC1 | 7% | ? | -2 | 6% | 0.5% | -21% | 0% | 23% | -8% | -55%
COc1cc(SC)ccc1C(=O)N1CCN(Cc2ccccc2)CC1 | -5% | ? | 3 | 0% | 0.8% | ? | -17% | -4% | 4%[11.5 µM] | -2%
CC(Sc1n[nH]c(N)n1)C(=O)Nc1ccccc1-c1ccccc1 (stereo not given) | 1% | -3% | -2 | 8% | -0.2% | -48%[inhibitor] | -3% | -1% | 8% | -4%
COc1ccc(C(CC(=O)N2CCCC(C)C2)c2c(O)cc(OC)cc2OC)cc1 (stereo not given) | 4% | ? | 1 | -2% | 0.6% | -20% | -4% | -4% | -6% | 3%
Cc1ccccc1-c1nnc(SCCOc2ccc3c(C)cc(=O)oc3c2)o1 | 2% | 0% | -1 | 6% | 0.0% | -12% | 0% | -5% | 0% | 0%
CCc1ccccc1OCC(=O)Nc1cc(S(=O)(=O)N(CC)CC)ccc1N1CCOCC1 | · | 2.6µM* | 21 | 10% | 0.1% | -15% | 5% | -5% | -2% | -33%
Cc1ccc(NC(=O)CSc2nc(O)cc(=O)n2C)cc1 | 0% | 1% | -1 | 2% | 0.3% | 13% | -2% | -5% | 3% | -10%
Cc1nc(NC2=NCN(Cc3ccco3)CN2)nc2ccccc12 | 5% | 8% | 2 | · | -0.2% | · | · | 1% | -7% | ·
COc1ccc(S(=O)(=O)N2CCN(CC(=O)Nc3ccccc3Cl)CC2)cc1 | 6% | -5% | 8 | 0% | 0.5% | -37% | -5% | -12% | 5% | -17%
CCOc1ccc(-c2cc(C(=O)N3CCCC3)c3ccccc3n2)cc1 | -3% | ? | 9 | -3% | -0.6% | 0% | -2% | -3% | 12% | 60%
CCCCc1nc(SCC(=O)Nc2ncccn2)n[nH]1 | 3% | 11% | -1 | -2% | -0.3% | 15% | 0% | 1% | 0% | -10%
COC(=O)C1CCN(c2ccc(Cl)nn2)CC1 | -6% | 4% | 0 | 0% | 0.0% | -7% | 0% | 0% | 0% | 7%
O=C1NC2(CCCCCC2)N=C1c1ccc(F)cc1 | 14% | 8% | 3 | -7% | 0.5% | -1% | -4% | -3% | -3% | -4%
COc1cc2cc(CCOC(=O)c3ccco3)oc(=O)c2cc1OC | · | -7% | -1 | 9% | 0.0% | -6% | 0% | 3% | 5% | 0%
C[C@H](CO)N1C[C@H](C)[C@H](CN(C)Cc2ccccc2)Oc2ccc(NC(=O)Nc3ccc(F)cc3)cc2C1=O | · | -15% | · | -3% | 0.1% | -15% | · | 2% | 3% | -33%
CC(=O)n1c(-c2ccccc2)c(-c2ccccc2)n(C)c1=O | · | · | · | -1% | · | -4% | 2% | · | · | -52%

Only A-T KAP1 phos and TSG101-PTAP inh, for some of the entries so far:
| SMILES | A-T KAP1 phos | TSG101-PTAP inh |
| --- | --- | --- |
| Cc1ccc(NC(=O)CSc2nc(O)cc(=O)n2C)cc1 | 3% | -2% |
| Cc1nc(NC2=NCN(Cc3ccco3)CN2)nc2ccccc12 | -7% | · |

Other compounds:
SMILES | MLL CXXC-DNA inh | ELG1 DNA repair | TRPV1 ag | TCR activator | B2AR arrestin | Integrin act MD | TSG101-PTAP inh | p53 reactivation | A-T KAP1 phos | BRCA1 expr up
COc1cccc(NC(=O)CN(C)C(=O)c2cccc(S(=O)(=O)N3CC4(C)CC3CC(C)(C)C4)c2)c1 (stereo not given) | · | ? | · | -5% | 0.2% | 23% | 1% | -10% | 4% | -16%
C=CCn1c(Br)nc2c1c(=O)[nH]c(=O)n2C | 8% | 0% | 2 | -4% | -0.2% | 20% | -7% | 16% | -4% | 8%
O=C1c2cccnc2C(=O)N1C1CCCCC1 | 4% | -26% | -1 | 9% | -0.5% | -19%[7.66 µM] | -10% | 3% | -3% | 13%
CC(OC(=O)c1ccco1)C(=O)Nc1ccc(Cl)cn1 (stereo not given) | 6% | 6% | -4 | -2% | 0.2% | -15% | 2% | 5% | -4% | -2%
O=C(c1cccc(C(F)(F)F)c1)N1CCCCCC1 | 5% | -3% | -3 | 7% | 0.2% | -37% | -9% | -1% | 4% | 4%
O=C(OCc1cc2ccccc2[nH]c1=O)c1ccncc1 | 2% | 8% | -5 | -7%[46.1 µM] | 0.1% | -9% | -4% | 10% | -1% | -1%
COC/C=C/C1=CC2=CC(=O)C(C)(OC(=O)c3cnc4ccccc4n3)C(=O)C2=CN1c1ccccc1 (stereo not given) | -2% | ? | -1 | -3% | 7.1% | 0% | 2% | 9% | -26% | -1%
COCC(=O)N1CCC(Oc2ccc(C(=O)NC(C)c3nc(C)sc3C)cc2)CC1 (stereo not given) | 25% | 6% | 2 | -5% | -0.2% | -27% | -1% | -7% | 1% | -5%
CCOC(=O)c1ccc(NC(=S)NN2CCN(C)CC2)cc1 | 7% | 5% | 0 | 0% | 0.0% | 0% | 0% | -2% | 1% | -2%
CC(=O)Nc1ccc(C(=O)NNC(=O)c2ccc(Cl)cc2Cl)cc1 | 3% | -5% | 7 | 8% | -0.2% | -4% | -2% | · | 5% | -16%
Cc1ccnc(NC(=O)c2cccc(NC(=O)c3ccc(Cl)c(Cl)c3)c2)c1 | · | · | · | 10% | · | -18% | -1% | · | · | 92%
COc1ccc(-c2cccc(NS(=O)(=O)c3ccc([N+](=O)[O-])cc3)c2)nn1 | · | 12% | 2 | 15% | -0.2% | 11% | 0% | 9% | 0% | -20%
COc1ccccc1Nc1nn2c(=O)c3ccc(C(=O)N4CCCCC4)cc3nc2s1 | 4% | -8% | 0 | 3% | -0.4% | -5% | -3% | -6% | -1% | -30%&22%
COCCN1CN(S(=O)(=O)c2cccc(Cl)c2)c2nc3ccccc3nc21 | 9% | -1% | 13 | -8% | 0.0% | 0% | -1% | 3% | 3% | 0%
